High-throughput results: PubChem BioAssay, Sanford-Burnham Center for Chemical Genomics
UBC13 inh = blocks human UBC13 polyubiquitin chain formation. P61088. TR-FRET. inhibition, % at 20 µM. 0.47% of 330,000 active; in the data active means inhibition above about 45%, passing the limit was not always enough
Target sequence (P61088 whole entry, looked up): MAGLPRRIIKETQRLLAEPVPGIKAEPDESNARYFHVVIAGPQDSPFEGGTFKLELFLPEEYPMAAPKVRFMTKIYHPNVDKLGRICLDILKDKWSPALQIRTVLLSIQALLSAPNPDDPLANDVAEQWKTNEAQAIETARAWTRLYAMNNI
SENP1 FRET inh = inhibitors of human SENP1 SUMO protease catalytic domain | recombinant SENP1 catalytic domain, CyPet-SUMO1-YPet FRET cleavage | inhibition, % at 10 µM | 0.21% of 360,000 active;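 active means inhibition at least 30% at 10 µM, raw YFP signal under a set limit, fluorescence ratio 0.5 to 1.5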;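 further: 0% = enzyme with DMSO and 100% = no enzyme wells; some results filed as inactive read as strong as hits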
Target sequence (Q9P0U3 419-644 limits assumed): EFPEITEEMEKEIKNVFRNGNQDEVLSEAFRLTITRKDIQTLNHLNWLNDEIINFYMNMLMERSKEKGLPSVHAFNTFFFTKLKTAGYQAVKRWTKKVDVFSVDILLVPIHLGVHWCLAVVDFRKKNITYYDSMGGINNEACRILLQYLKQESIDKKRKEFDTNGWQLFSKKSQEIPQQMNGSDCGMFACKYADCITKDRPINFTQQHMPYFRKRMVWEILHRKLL
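Test system: recombinant human SENP1 catalytic domain, His6-tagged / Medium: pH 8 Tris buffer with EDTA, NaCl, BME, BSA, NP40, catalase / Also added: SUMO1 FRET substrate flanked by Cypet and Ypet, 25 nM / Times: 50 min reaction at room temperature / Signal: FRET, CFP and YFP emission / Control set: no-enzyme low control and enzyme-plus-DMSO high control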
SENP8 block-1 = blocks human SENP8 cleavage of Nedd8 substrate | recombinant SENP8, Nedd8 substrate fluorescence | inhibition, % at 20 µM | 0.64% of 360,000 active | AID 602440; in the data active means inhibition mostly above about 40%, no sharp cut-off; inactive means mostly below about 27%
Target sequence (Q96LD8 whole entry, looked up): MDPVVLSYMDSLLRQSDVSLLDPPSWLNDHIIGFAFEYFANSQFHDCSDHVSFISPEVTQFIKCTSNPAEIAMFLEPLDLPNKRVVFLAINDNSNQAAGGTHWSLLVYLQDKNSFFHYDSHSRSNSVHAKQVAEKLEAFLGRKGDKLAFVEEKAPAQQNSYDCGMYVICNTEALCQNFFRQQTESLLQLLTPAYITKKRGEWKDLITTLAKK
HKDC1 inhibitor = HKDC1 (human) hexokinase inhibition. 0.16% of 340,000 active. AID 493160. inhibition, % at 20 µM. recombinant HKDC1, G6PDH/diaphorase resazurin coupled fluorescence;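 active means inhibition above about 35% when tested at 20 µM, limit read from the data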;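 further: plate controls were DMSO wells with enzyme for no effect and DMSO wells lacking enzyme for full effect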
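Test system: Recombinant HKDC1 (HK5) hexokinase enzyme, produced in-house | Input: HKDC1 at 5 µg/mL | Buffer or medium: Tris pH 8.0 buffer with MgCl2, Tween-20, BSA, BME | Schedule: 90 min reaction incubation at room temperature, dark | Technique: Resazurin-to-resorufin fluorescence via G6PDH and diaphorase coupling, 525/613 nm | Controls: DMSO wells with and without enzyme mix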
SENP7 block = SENP7 protease inhibition | recombinant SENP7, Z-RLRGG-aminoluciferin luminescence, 40 min | inhibition, % at 5 µM | 1.5% of 330,000 active | AID 434973;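 active means inhibition above about 50% at the single test dose, limit read from the data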;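 further: plate controls were DMSO with enzyme for no effect and no enzyme buffer wells for full effect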
Target sequence (Q9BQF6 706-1050 limits assumed): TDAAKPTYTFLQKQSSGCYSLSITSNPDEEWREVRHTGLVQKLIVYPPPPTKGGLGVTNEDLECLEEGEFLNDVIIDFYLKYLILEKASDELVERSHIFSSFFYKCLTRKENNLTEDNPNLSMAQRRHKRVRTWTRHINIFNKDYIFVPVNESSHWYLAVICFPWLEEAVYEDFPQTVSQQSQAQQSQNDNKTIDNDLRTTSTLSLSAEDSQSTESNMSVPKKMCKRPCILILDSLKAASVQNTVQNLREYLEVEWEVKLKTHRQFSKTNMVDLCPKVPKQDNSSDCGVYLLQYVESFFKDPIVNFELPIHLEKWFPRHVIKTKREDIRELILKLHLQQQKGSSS
PfGluPho inh = PfG6PD (Plasmodium falciparum) enzyme inhibition | PfGluPho enzyme, NADPH resazurin-diaphorase fluorescence | inhibition, % at 20 µM | 0.78% of 350,000 active;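 active means inhibition reaching at least a set limit at 20 µM in the primary screen, cut at about 59% in these data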;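 further: 0% = DMSO wells with substrate and 100% = DMSO wells lacking glucose-6-phosphate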
SENP6 block = blocks the human protease SENP6; Q9GZR1; Recombinant SENP6 catalytic domain, aminoluciferin luminescence; inhibition, % at 10 µM; 1.8% of 330,000 active; AID 2599;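 active means inhibition above about 50% at the single tested dose, limit read from the data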;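 further: plate controls were DMSO wells with enzyme for no effect and DMSO wells lacking enzyme for full effect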
SENP8 block-2 = inhibitors of human SENP8 protease. AID 2540. Q96LD8. 1.2% of 330,000 active. purified SENP8, Z-RLRGG-aminoluciferin cleavage, luminescence. inhibition, % at 10 µM; in the data active means inhibition above about 50%
beta cell repl = induces beta-cell replication in MIN6 cells. proliferation, % at 10 µM. MIN6 cells proliferation, ATPlite luminescence, 48 h; cells starved in 0.2% serum; 100% = growth in 10% serum. 0.29% of 330,000 active;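 active means compounds whose signal lies at least 3.5 SD above the mean of all wells on their plate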;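 further: 0% = DMSO-treated cells in low-serum medium and 100% = 10% serum control; some compounds called inactive have numbers as strong as hits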
Starred values were filed as active, the others as inactive; · = no result given; & = joins results of further samples.

The opening 8 entries as a preview:
#	compound	UBC13 inh	SENP1 FRET inh	SENP8 block-1	HKDC1 inhibitor	SENP7 block
1	Cc1nc(-c2ccc(S(=O)(=O)Nc3cc(S(=O)(=O)N(C)C)ccc3C)s2)cs1	-18	2	26	-2	-2
2	CCOc1ccc(NC(=O)CSc2nc3nc4c(cc3c(=O)n2CC)COC(C)(C)C4)cc1	12	·	·	0	-4
3	O=C(N1CCN(c2cccc(Cl)c2)CC1)C1(S(=O)(=O)c2ccc(Cl)cc2)CC1	11	0	7	0	2
4	CCCn1nc(C(=O)NNC(=O)CSCC(=O)Nc2cc(C)on2)c2ccccc2c1=O	3	3	16	-4	4
5	CCCCc1nc2cc(C(=O)NC3CCOC(C)(C)C3)ccc2o1 (stereo not drawn)	-4	-1	13	-6	80*
6	COc1ccc(CCNC(=O)C2CCCN(S(=O)(=O)N3CC(C)CC(C)C3)C2)cc1OC (stereo not drawn)	-1	0	4	1	1
7	Cn1nnc2cc(C(=O)Nc3ccc4ccccc4c3)ccc21	4	1	12	8	36
8	CC(NC(=O)/C(C#N)=C/c1ccc(Cl)c([N+](=O)[O-])c1)c1ccccc1 (stereo not drawn)	2	·	·	6	-5

#	PfGluPho inh	SENP6 block	SENP8 block-2	beta cell repl
1	-13	-4	0	0
2	5	-1	2	-1
3	13	-10	-4	-4
4	-12	-3	-4	0
5	-4	-12	-12	-5
6	11	6	-2	0
7	7	-1	-13	-3
8	30	-1	0	-6

The whole of this part, from the start:
#	compound	UBC13 inh	SENP1 FRET inh	SENP8 block-1	HKDC1 inhibitor	SENP7 block
1	Cc1nc(-c2ccc(S(=O)(=O)Nc3cc(S(=O)(=O)N(C)C)ccc3C)s2)cs1	-18	2	26	-2	-2
2	CCOc1ccc(NC(=O)CSc2nc3nc4c(cc3c(=O)n2CC)COC(C)(C)C4)cc1	12	·	·	0	-4
3	O=C(N1CCN(c2cccc(Cl)c2)CC1)C1(S(=O)(=O)c2ccc(Cl)cc2)CC1	11	0	7	0	2
4	CCCn1nc(C(=O)NNC(=O)CSCC(=O)Nc2cc(C)on2)c2ccccc2c1=O	3	3	16	-4	4
5	CCCCc1nc2cc(C(=O)NC3CCOC(C)(C)C3)ccc2o1 (stereo not drawn)	-4	-1	13	-6	80*
6	COc1ccc(CCNC(=O)C2CCCN(S(=O)(=O)N3CC(C)CC(C)C3)C2)cc1OC (stereo not drawn)	-1	0	4	1	1
7	Cn1nnc2cc(C(=O)Nc3ccc4ccccc4c3)ccc21	4	1	12	8	36
8	CC(NC(=O)/C(C#N)=C/c1ccc(Cl)c([N+](=O)[O-])c1)c1ccccc1 (stereo not drawn)	2	·	·	6	-5
9	O=C(Nc1ccsc1C(=O)NC1CC1)c1ccccc1	0	0	12	1	0
10	O=C(COC(=O)/C=C/c1ccccc1[N+](=O)[O-])NCC1CCCO1 (stereo not drawn)	3	2	16	-9	-1
11	O=C(NCC(O)c1ccc([N+](=O)[O-])cc1)C1=COCCO1 (stereo not drawn)	0	0	3	-2	7
12	Cc1cccc(NC(=O)CNC(=O)CNC(=O)Cc2ccccc2)c1	0	-1	1	4	2
13	C/C(=N\NC(=O)C(=O)N/N=C(\C)c1cccc(O)c1)c1cccc(O)c1	1	-2	30	-11	6
14	COc1cccc(N=Nc2ccc3cccnc3c2O)c1	-144	5	24	-32	79*
15	CCOc1ccc(S(=O)(=O)N2CCN(CCNS(=O)(=O)c3ccc(C)cc3)CC2)cc1	-2	3	4	-3	-8

#	PfGluPho inh	SENP6 block	SENP8 block-2	beta cell repl
1	-13	-4	0	0
2	5	-1	2	-1
3	13	-10	-4	-4
4	-12	-3	-4	0
5	-4	-12	-12	-5
6	11	6	-2	0
7	7	-1	-13	-3
8	30	-1	0	-6
9	-11	-7	1	1
10	23	-3	6	-3
11	-10	-4	-6	3
12	-8	0	-8	-1
13	-10	-4	-1	-1
14	-18	90*	84*	-5
15	6	-18	2	-1

Further structures:
#	compound	UBC13 inh	SENP1 FRET inh	SENP8 block-1	HKDC1 inhibitor	SENP7 block
16	COC(=O)[C@@H]1[C@H]2C[C@H]3c4[nH]c5ccccc5c4CCN3C[C@@H]2CC[C@@H]1O	8&11	0	6	-4&5	1&3
17	Cc1ccc2nc3c(cc2c1)c(NC(=O)c1ccccn1)nn3CC(C)C	13	-32	-242	4	-3
18	O=C(CN(c1ccc(F)cc1)S(=O)(=O)c1ccc2c(c1)OCCO2)NCc1ccccc1	8	1	13	5	-3
19	CCNC(=O)OCc1cn(-c2ccc(Cl)cc2)nn1	-3	2	17	-10	6
20	CN1C(C(=O)NCCc2cccs2)CC2Cn3c(nc4ccccc43)C21 (stereo not drawn)	5	2	-12	0	0
21	CCc1nnc(SCC(=O)Nc2ccc(N3CCN(S(C)(=O)=O)CC3)cc2)o1	4	3	4	-8	6
22	COc1ccc2c(c1)C(O)C(CO)C(C(=O)O)C2 (stereo not drawn)	·	1	24	-6	·
23	COc1cc(CCC(=O)NC2(C)CCS(=O)(=O)C2)cc(OC)c1OC (stereo not drawn)	-1	0	-2	6	3
24	Cc1ccc(C)c(NC(=O)/C(C#N)=C/c2cn(CC(=O)NCc3ccco3)c3ccccc23)c1	-15	-25	-387	-2	-4
25	O=C(COC(=O)c1ccc(Cl)nc1)NCCc1ccccc1	5	1	0	-2	-5
26	NC(=O)SCC(=O)Nc1ccccc1C(=O)O	23	2	12	-8	1
27	Cc1nc(C(=O)NNC(=O)c2ccc(Cl)cc2)c(C(F)(F)F)o1	0	2	18	-2	3
28	CC(C)(C)c1ccc(-c2nc(C=O)c3ccccn23)cc1	3	-5	-324	2	8
29	CC12CCC(c3c(C(=O)Nc4nccs4)nn(-c4ccccc4)c31)C2(C)C (stereo not drawn)	0	-30	-153	16	0
30	O=C(CSc1nnc2c(n1)[nH]c1ccc(F)cc12)N1CCOCC1	-15	-1	0	3	3

#	PfGluPho inh	SENP6 block	SENP8 block-2	beta cell repl
16	0&6	13&6	5&-5	3&2
17	27	1	-3	-1
18	-12	7	3	0
19	-6	15	3	-3
20	-14	-12	6	8
21	-11	-9	3	0
22	-1	·	·	·
23	12	-1	2	0
24	-1	-33	-5	-7
25	11	0	0	1
26	-8	-1	1	-1
27	-2	-2	-4	-3
28	33	11	-9	1
29	2	13	7	-4
30	11	-6	-9	-1

Other results.
#	compound	UBC13 inh	SENP1 FRET inh	SENP8 block-1	HKDC1 inhibitor	SENP7 block
31	O=C(c1ccsc1)N1CCCC(Nc2cccc(F)c2)C1 (stereo not drawn)	5	1	7	-2	-4
32	COc1ccc(CSc2nnnn2-c2ccccc2)cc1	1	-1	14	-6	-5
33	COc1ccc(/C=C2\N=C3CCCCCN3C2=O)cc1OC	1	-11	7	-1	-7
34	CC(C)Cc1cc(C(C)(C)C)ccc1OC(=S)N(C)C	5	1	15	2	-8
35	Nc1ccc2nc(SCC(=O)N3CCOCC3)sc2c1	-9	-2	-9	10	8
36	COCCn1nnnc1C(c1ccc(OC)cc1)N1CCN(C(=O)c2ccco2)CC1 (stereo not drawn)	3	0	1	-4	2
37	CCC(=O)Nc1ccc(NC(=O)CSc2nnnn2CC)cc1C	4	2	20	-2	2
38	Cc1cc(C)nc(NCCO)n1	6	-2	-2	-10	-4
39	COC(=O)c1ccc(CN2C(=O)NC3(CCCCC3)C2=O)cc1	-1	0	-23	-1	-6
40	O=C(CC1C(=O)NCCN1C(=O)Nc1ccc(F)cc1F)Nc1cc(Cl)ccc1Cl (stereo not drawn)	0	2	13	1	8
41	O=C1CCCc2c1cc(C(=O)NCc1ccco1)c(=O)n2-c1ccc(Cl)cc1	-11	6	-132	8	-16
42	Cc1csc(NC(=O)CSc2nnc(-c3ccc(S(=O)(=O)N4CCCC4)cc3)o2)n1	-13	0	3	-5	-6
43	NC1=NC[C@@H](Cc2ccc(O)cc2)N1CCCCC1CCCCC1	66*	-8	16	7	0
44	Cc1ccc(N=Cc2cc3c(cc2O)OC(N)=C(C#N)C3c2ccccc2)cc1 (stereo not drawn)	-6	-23	-126	-6	0
45	Cc1ccc(S(=O)(=O)NCC(=O)N/N=C/c2ccc(Cl)cc2Cl)cc1	-6	0	8	3	-1

#	PfGluPho inh	SENP6 block	SENP8 block-2	beta cell repl
31	15	9	6	12*
32	-12	-24	-15	-2
33	-13	3	-3	-1
34	6	-9	-5	-6
35	16	-3	-3	-3
36	-5	3	5	0
37	-27	0	8	-2
38	7	-7	0	3
39	5	2	-8	-1
40	2	5	12	-4
41	-2	-17	-6	-1
42	-21	-26	-10	-3
43	2	-22	-11	-8
44	0	16	2	-6
45	16	-26	-13	-2

(continued)
#	compound	UBC13 inh	SENP1 FRET inh	SENP8 block-1	HKDC1 inhibitor	SENP7 block
46	CC(=O)NC1CCN(CC(=O)Nc2nccs2)CC1	-9	2	7	0	-1
47	CCCCn1c(SCc2cccnc2)nc2c1c(=O)n(C)c(=O)n2C	9	1	2	5	7
48	OCCN1CCN(CC/C=C2/c3ccccc3Sc3ccc(C(F)(F)F)cc32)CC1	66*	1	5	6	-6
49	CCCCn1c(=O)[nH]c2nc3cc(NC(C)=O)ccc3nc2c1=O	-26	-39	-458	16	-2
50	COc1cccc(C2Nc3cc(Cl)c(S(N)(=O)=O)cc3S(=O)(=O)N2)c1 (stereo not drawn)	4	-1	9	7	0
51	CCCCOC(=O)C(C)Nc1n[nH]c(=O)[nH]c1=O (stereo not drawn)	5	1	15	-5	-16
52	COc1ccc(N2CCN(C(=O)c3ccc(C(C)(C)C)cc3)CC2)cc1	1	4	20	-2	-2

#	PfGluPho inh	SENP6 block	SENP8 block-2	beta cell repl
46	9	-18	-11	0
47	-3	-10	1	1
48	12	-16	-16	-8
49	9	-16	-8	-3
50	12	10	1	-1
51	9	2	-8	3
52	7	-11	0	-1
